Compound activity as filed in PubChem BioAssay.
SMARCA2 activ: SMARCA2 function activation, primary screen. MG213 cells, MMTV-luciferase reporter, dexamethasone, overnight. activation, % at 9.1 µM. 370,000 compounds, 1% hits; in the data active = activation above about 7.8%;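 also: 0% = vehicle wells and 100% = reference activator wells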
DAX1 inh-1: blocks DAX1 repression of SF-1 activated StAR promoter. HEK293T StAR-luciferase reporter, SF-1/DAX-1 repression relief. inhibition, % at 6.8 µM. AID 652010. 370,000 compounds, 1.1% hits;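 active = inhibition above the mean over all tested compounds plus 3 SD, cut at about 3.6% in these data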;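 also: 0% = DAX-1 cells with DMSO and 100% = cells lacking DAX-1 with DMSO; higher inhibition means more luminescence from relief of DAX-1 repression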
hgDAF12 agonist: agonists of H. glycines DAF-12 nuclear receptor | HEK293 GAL4-hgDAF12 UAS-luciferase reporter, agonist luminescence; normalized to butyrate control | activation, % at 6.8 µM | 370,000 compounds, 1.8% hits;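 active = activation above a cutoff set at the mean of all screened compounds plus 3 SD, cut at about 10% in these data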;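 also: 0% = DMSO wells and 100% = sodium butyrate wells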
NR1D1 modulator: Rev-erb alpha (human) modulation; P20393; Rev-erbα–FITC-DNA binding, fluorescence polarization, 90 min; activity, % at 10 µM; 370,000 compounds, 0.79% hits; AID 1259318;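 active = activity above about 14%, limit read from the data; passing the limit was not always enough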;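 also: 0% = DMSO wells with 35 nM protein and 100% = DMSO wells with 750 nM protein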
Target sequence (P20393 whole entry, looked up): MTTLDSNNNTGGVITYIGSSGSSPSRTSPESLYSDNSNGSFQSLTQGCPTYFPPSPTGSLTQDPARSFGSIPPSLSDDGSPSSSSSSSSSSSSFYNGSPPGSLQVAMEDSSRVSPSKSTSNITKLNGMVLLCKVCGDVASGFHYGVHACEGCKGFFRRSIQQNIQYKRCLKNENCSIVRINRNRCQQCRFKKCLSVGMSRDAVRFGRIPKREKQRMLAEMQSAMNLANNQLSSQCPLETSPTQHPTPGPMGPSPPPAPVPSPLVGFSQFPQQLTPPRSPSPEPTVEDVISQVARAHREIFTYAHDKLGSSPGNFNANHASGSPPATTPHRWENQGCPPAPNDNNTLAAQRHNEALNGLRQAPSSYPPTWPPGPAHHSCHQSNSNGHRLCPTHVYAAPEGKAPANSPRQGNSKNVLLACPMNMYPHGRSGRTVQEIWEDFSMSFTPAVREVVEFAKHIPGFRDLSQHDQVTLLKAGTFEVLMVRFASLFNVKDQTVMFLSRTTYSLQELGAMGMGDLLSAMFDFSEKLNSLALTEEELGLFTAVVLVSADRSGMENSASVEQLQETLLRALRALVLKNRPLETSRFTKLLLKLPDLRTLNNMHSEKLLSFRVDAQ
ssDAF-12 act: activates DAF-12 receptor from parasite S. stercoralis; activation, % at 6.8 µM; HEK293 ssDAF-12/GRIP1 lit1-tk-luc reporter, luminescence; % of 3 µM dafachronic acid response; 370,000 compounds, 1% hits; AID 652126;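 active = activation above the mean over all tested compounds plus 3 SD, cut at about 0.9% in these data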;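 also: 0% = DMSO-only wells and 100% = 3 µM delta7-dafachronic acid wells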
PG9 Ab binder: PG9 antibody binding by small molecule; TR-FRET gp120-PG9 antibody binding; inhibition, % at 6.7 µM; 360,000 compounds, 0.43% hits; AID 624416; in the data active = inhibition above about 8.5%
DAX1 inh-2: inhibitors of human orphan nuclear receptor DAX1 (NR0B1) | HEK293 Gal4-DAX1 luciferase reporter, luminescence | inhibition, % at 6.75 µM | AID 504766 | P51843 | 340,000 compounds, 0.99% hits;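 active = inhibition above the mean over all tested compounds plus 3 SD, cut at about 4.2% in these data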;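 also: 0% = DAX1-transfected cells with DMSO and 100% = empty-vector control cells with DMSO; inhibition shows as a rise in luminescence from relieved DAX1 repression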
Target sequence (P51843 207-470 limits assumed): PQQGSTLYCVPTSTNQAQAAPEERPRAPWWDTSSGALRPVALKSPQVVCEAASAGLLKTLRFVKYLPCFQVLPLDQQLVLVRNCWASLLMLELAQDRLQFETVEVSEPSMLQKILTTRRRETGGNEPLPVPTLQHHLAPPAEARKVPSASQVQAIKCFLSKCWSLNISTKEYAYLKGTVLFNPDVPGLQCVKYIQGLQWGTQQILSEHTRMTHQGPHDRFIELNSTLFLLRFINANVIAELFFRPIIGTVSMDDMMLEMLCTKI
hcDAF12 agonist: activators of H. contortus DAF-12 nuclear receptor | HEK293 hcDAF-12 lit1-tk-luc reporter, luminescence; 0% DMSO, 100% Δ7-dafachronic acid | activation, % at 6.8 µM | 370,000 compounds, 1.4% hits | AID 652067;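 active = activation above the mean of all tested compounds plus 3 SD, cut at about 5.5% in these data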;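 also: 100% = response to 3 µM Δ7-dafachronic acid high control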
sPLA2-III inh: Inhibits HGIII-sPLA2 liposome hydrolysis, primary screen. 370,000 compounds, 0.56% hits. AID 743126. inhibition, % at 12.2 µM. QFRET BODIPY PC-A2 liposome hydrolysis, fluorescence. Q9NZ20;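 active = inhibition above mean plus 3 SD of compounds lying within the high and low control bounds, cut at about 19% in these data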;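 also: 0% = median of test compound wells and 100% = no enzyme DMSO wells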
GAA850 FXN act: frataxin GAA850 promoter activation. HEK293 lucGAA850 FXN promoter luciferase reporter, 24 h; percent of 10 µM SAHA response. activation, % at 6 µM. 360,000 compounds, 0.56% hits;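 active = activation above the average of all compounds screened plus 3 SD, cutoff fixed separately per campaign, cut at about 7.5% in these data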;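 also: 0% = DMSO wells and 100% = 10 µM SAHA wells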
PLCb3 inh: PLC-beta3 (human) inhibition, primary screen; Q01970; Purified PLC-beta3, fluorogenic substrate, fluorescence; inhibition, % at 12.2 µM; 370,000 compounds, 0.18% hits; in the data active = inhibition above about 11%;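 also: 0% = median of compound wells on plate and 100% = full blocker control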
The depositor's hits bear a star; i = inactive; . = no result given.

SMILES	SMARCA2 activ	DAX1 inh-1	hgDAF12 agonist	NR1D1 modulator	ssDAF-12 act	PG9 Ab binder	DAX1 inh-2	hcDAF12 agonist	sPLA2-III inh	GAA850 FXN act	PLCb3 inh
O=C(c1cccc(C(F)(F)F)c1)N1CC[C@H]2[C@H](CCCN2Cc2cc(F)cc(F)c2)C1	-2	0.1	1.4	1	-1.1	.	.	-0.8	3	.	1
Cc1ccc(/C=C2\SC(=S)N(CCC(=O)NNC(=O)c3ccncc3)C2=O)cc1	-2	-0.3	3.9	-2	-1.9	-0.8	.	1.1	7	0.7	-7
CCOC(=O)C1=CC[C@]2(C)c3c(c4ccccc4n3C)C(=O)C1N2C	-1	0.3	2.2	0	-0.8	0.5	0.7	0.5	7	-2.6	-48
Cc1nc2ccc(NS(=O)(=O)c3ccccc3Cl)cc2s1	-1	0.5	-0.3	0	-1.1	0.7	0.9	-1.1	-8	-0.2	-36
O=C(O)c1nc2ccccc2nc1C(=O)O	6	0.3	4.6	1	-0.7	-1.8	1.1	2.2	2	4.0	-3
O=Cc1ccc2c(c1)OCCOCCOCCOCCO2	0	-0.1	-1.5	-1	-0.9	0.6	0.7	0.6	18	-0.2	-2
O=C(/C=C/c1ccc(S(=O)(=O)N2CCOCC2)cc1)NCCc1ccc(C(F)(F)F)cc1	-3	-1.7	-4.8	1	-1.9	-1.9	-1.4	-1.6	-9	-0.5	-1
Cc1cc(=O)n2nc(N3CCC(C(=O)NCCc4ccccc4)CC3)sc2n1	-2	1.0	-3.0	-3	-0.5	-0.1	1.3	-0.1	3	-1.4	2
CCN(Cc1ccccc1)C(=O)Cn1cnc2c1c(=O)n(C)c(=O)n2C	-2	0.0	-1.5	3	-1.3	1.2	-0.1	-0.2	9	-0.9	0
COc1ccc(C(=O)NCc2nnc(SCC(=O)N3CCCC3)o2)cc1	0	-0.7	-0.9	-1	-0.4	0.8	0.1	0.5	2	1.4	-2
O=C(NC1CCCCCCC1)c1cccnc1	-4	0.8	2.0	0	-0.8	4.3	0.6	-2.2	11	1.7	-5
C/C(=N\Nc1cc(C)nc(NCc2ccccc2)n1)c1ccc([N+](=O)[O-])cc1	-4	0.4	-0.3	0	-1.6	-1.3	0.3	-0.1	-3	-1.9	-6
CCOC(=O)C1(Cc2cccc(Cl)c2)CCCN(C2CCN(C(C)=O)CC2)C1 (stereo unspecified)	-3	0.1	-2.8	-5	-1.0	-1.1	0.1	0.5	5	2.8	-9
COc1ccc(NC(=O)C2(C)Cc3c(-c4ccc(NC(C)=O)cc4)ccnc3O2)cn1 (stereo unspecified)	-2	-1.7	-1.0	4	-1.7	-0.7	.	-1.8	12	-2.7	-1
CC1(C)CC(=O)C(C2NCCc3ccccc32)=C(O)C1 (stereo unspecified)	-5	0.1	2.9	-3	-0.9	1.0	0.3	0.2	5	0.7	-8
COc1ccc2c(COC(=O)CNS(=O)(=O)c3ccccc3)cc(=O)oc2c1	-1	2.6	1.6	-1	-0.8	0.0	-0.8	-1.7	-15	-0.5	-192
CC(=O)Nc1ccc(S(=O)(=O)Nc2cccc3[nH]ncc23)cc1	-2	-0.3	-2.8	0	-1.2	-0.5	0.1	-0.7	-4	1.8	1
COc1ccc(S(=O)(=O)N2CCCCC2)cc1NC(=O)CCc1cc(OC)c(OC)c(OC)c1	-1	-0.9	0.5	-4	-1.5	-0.6	0.1	-0.2	-11	-2.5	-5
O=C(Nc1cccc(Br)c1)c1ccn[nH]1	1	0.8	4.3	0	-2.0	1.9	-0.2	0.4	7	2.2	4
CCOC(=O)[C@H]1[C@H]2COc3ccc(OC)cc3[C@@H]2N2C(=O)c3cc(C)ccc3NC(=O)[C@@]12C	-2	-0.6	-3.3	0	-1.3	-0.1	-0.4	-2.0	-2	-5.0	-1
COc1ccc(Cc2nnc3sc(SCC(=O)Nc4ccccc4)nn3c2=O)cc1OC	1	-0.7	-2.5	0	-0.7	-1.9	0.1	-0.8	11	0.7	-8
Cn1c(NCCN2CCOCC2)nc2c1c(=O)n(Cc1cccc(Cl)c1)c(=O)n2C	1	-0.1	-3.5	-2	-0.8	-0.1	1.3	-2.6	-3	-1.1	4
O=C(NCCCN1CCOCC1)c1ccc(S(=O)(=O)Nc2cccc(C(F)(F)F)c2)cc1	-1	0.6	-0.8	1	-0.4	-1.5	0.6	-0.9	1	-1.7	-10
Cc1nc2c(=O)[nH]c(=S)n(C)c2nc1C	-1	-0.1	-1.1	-2	-0.9	-1.0	-0.3	-1.1	21*	0.4	4
CC(C)c1ccc(NC(=O)CSc2nnc(CN3CCOCC3)n2C)cc1	-1	-0.5	0.0	0	-0.9	0.1	-1.6	-1.1	12	0.6	-3
Clc1cccc(-c2nnc(-c3ccccc3)o2)c1	7	2.4	16*	2	1.9*	1.7	1.2	14*	1	1.2	3
COc1cccc(C(c2nnnn2CS(=O)(=O)c2ccc(C)cc2)N2CCN(C)CC2)c1OC (stereo unspecified)	-1	-0.2	1.2	0	-0.9	-0.3	0.5	-3.4	-4	-1.8	-1
Cc1nn(C(=O)Cn2ccc([N+](=O)[O-])n2)c(C)c1Cl	0	0.0	0.3	0	-1.0	-2.1	-1.3	0.7	2	-0.4	-3
COc1ccc(CN2CCN(C(=O)c3ccc(S(=O)(=O)N4CCCCCC4)cc3)CC2)cc1F	-4	-8.7	-6.8	1	-2.2	0.6	-3.6	-4.8	-12	-1.7	2
Cc1cc(C)cc(C(=O)OCC(=O)NC2CCCC2)c1	-1	-0.4	-2.2	-7	-0.8	0.1	0.3	-2.7	2	-0.4	-4
CCOC(=O)Cc1csc(NC(=O)CSc2nc(N)c3c(C)c(C)sc3n2)n1	-5	-1.6	-5.0	-1	-1.8	1.4	-0.4	-3.8	-57	-3.1	-3
CC(C)(C)OC(=O)N1CCCN(C(=O)Nc2ccc(C(F)(F)F)cc2)CC1	-3	-0.2	0.8	6	-1.4	0.2	.	-1.4	2	1.3	-6
CCOC(=O)c1c(CN2CCOCC2)n(-c2ccccc2)c2cc(Br)c(OC)cc12	0	0.4	-0.7	-5	-0.3	1.6	-1.3	-1.6	2	0.7	4
COc1cc(OC)c(OC)cc1/C=C/C(=O)c1ccc(NS(=O)(=O)c2ccc(C)cc2)cc1	-5	-1.7	-6.3	-7	-1.6	-0.8	-2.6	-4.8	-47	1.8	-340
CCN(C(=O)CSc1nc2cc(C(=O)O)ccc2c(=O)n1Cc1ccccc1)c1ccccc1	-2	-0.2	3.4	-2	-1.5	-1.5	1.9	-0.8	-5	0.7	-1
CC1(c2ccc3c(c2)OCO3)NC(=O)N(CC(=O)Nc2ccccc2)C1=O (stereo unspecified)	1	-2.5	-2.5	3	-1.1	0.9	0.5	-1.0	-5	1.6	-9
FC(F)c1nc2ccccc2[nH]1	1	0.1	3.6	-5	-0.7	-0.8	0.4	-1.6	1	0.9	4
Cn1c(=N)n(CC(=O)c2ccc(Cl)c(Cl)c2)c2ccccc21	-4	0.0	1.3	-2	0.2	0.1	-2.7	5.4	-2	-7.5	-13
Cc1oc2c(CN3CCC(C)CC3)c(O)ccc2c(=O)c1-c1ccccc1	-3	0.2	-1.2	-4	-1.0	-0.1	0.7	2.2	-1	-0.4	i
CC/C(=N/Nc1ccccc1)c1cnnc(SC)n1	1	0.5	1.0	-6	-1.2	-0.9	0.3	0.7	4	2.5	1
NS(=O)(=O)c1ccc(-c2cccc(/C=C3\SC(=O)NC3=O)c2)cc1	1	0.5	1.4	0	-1.5	-0.2	-0.2	0.3	-21	0.7	4
CC(=O)Nc1nn(CC(C)C)c2nc3ccc(C)cc3cc12	0	0.7	1.6	2	-0.5	-3.3	0.6	-1.9	-4	-0.9	-162
Cc1ccccc1C(=O)c1c[nH]c(C(=O)NCc2ccco2)c1	0	-0.8	-3.0	-5	-1.5	-1.9	-0.1	-1.7	-1	-1.2	1
O=C(Nc1ccc(Oc2ccc(NC(=O)c3ccco3)c(NC(=O)c3ccco3)c2)cc1)c1ccco1	0	-0.7	-1.6	-1	-1.7	-1.0	-2.1	-3.7	-20	0.7	0
Cc1ccc(C(=O)NCC(=O)NCC(c2ccco2)N2CCCCC2)cc1C (stereo unspecified)	-1	2.8	1.6	5	-0.9	0.3	1.0	0.2	3	1.8	3
Cc1cc(C(=O)C(=O)O)c(C)n1-c1ccc(Cl)cc1	-5	-0.4	-1.2	0	-1.0	1.0	-0.1	-0.8	3	1.3	1
COc1ccc(/C=C/C(=O)OCC(=O)N2CC(=O)Nc3ccccc32)cc1S(=O)(=O)N1CCOCC1	-2	0.5	-0.8	0	-1.1	-1.6	-1.0	-0.3	-8	0.6	-2
COc1ccc(/C=C/C(=O)NCCCNC(=O)/C=C/c2ccc(OC)c(OC)c2)cc1OC	-2	-0.1	-0.7	-4	-1.5	-1.6	0.8	-1.3	-2	-0.2	-20
COc1cc(OC)cc(C(=O)O/N=C(\N)c2cccc(C)c2)c1	-2	0.4	0.8	-6	-0.5	-2.4	0.6	-1.2	14	3.1	-11
COc1ccc(-n2nnc3c(=O)n(CC(=O)Nc4cc(C)on4)cnc32)cc1OC	-2	-0.3	0.4	3	-1.6	-0.1	-0.6	0.3	-5	1.8	-15
CCC(Cc1ccccc1)NCc1c(C(=O)O)c(C)n(Cc2ccccc2)c1C (stereo unspecified)	-1	-0.8	0.6	-1	-2.0	1.2	0.4	-1.0	11	-1.5	-4
Cc1ccc(NC(=O)C2CCN(S(=O)(=O)c3cnc[nH]3)CC2)nc1	-5	-0.5	0.6	-1	-1.2	-1.4	-1.7	-1.6	0	0.1	-1
C(=NOCCc1ccccc1)c1ccncc1	3	0.7	7.9	7	1.3*	1.1	0.6	0.9	13	5.3	-3
CN(CC(=O)Nc1ccc(Cl)c(C(F)(F)F)c1)C(=O)c1cccs1	0	-2.2	1.5	2	-1.2	-0.1	-0.4	-1.1	3	-0.1	5
O=S(=O)(c1ccc2c(c1)OCCO2)N(Cc1ccc(F)cc1)Cc1nnc(-c2cccs2)o1	-3	-0.8	0.3	-2	-0.9	0.3	0.0	-1.6	-8	1.5	0
COC(=O)[C@]12C[C@H](CC(=O)N3CCN(C(=O)C4CC4)CC3)C(=O)N(CCC3=CCCCC3)C1=C[C@H](C(C)(C)C)O[C@@H]2C	-5	0.4	-0.4	-4	-0.9	0.2	.	0.2	-13	.	5
CN(C)c1ccc(/C=N/N(CCO)C2=NS(=O)(=O)c3ccccc32)cc1	3	0.1	0.7	1	-1.6	-1.5	0.9	-3.1	0	-0.3	-32
CC(C)c1nc2ccccc2n1CCC(=O)O	0	0.5	0.5	-4	-0.6	-0.8	0.7	-1.1	-5	-1.4	1
Cc1ccc(NS(=O)(=O)c2ccc(NC(=O)C(C)Sc3ccc(Cl)cc3)cc2)c(C)c1 (stereo unspecified)	-3	-0.5	-1.3	-1	-1.3	-1.9	0.3	2.9	-36	0.4	-104
